USP1-UAF1 inh – USP1/UAF1 (human) deubiquitinase inhibition | recombinant USP1/UAF1, Ub-Rhodamine cleavage fluorescence | Potency, µM (highest dose often 57.1 µM), for the others: at the highest dose activity change, negative = inhibition, actives largely listed as inhibitors | actives 0.23% (n = 390,000) | AID 743255; further: potency means the concentration at half of the fitted maximal effect; on the % scale 0 is the no-effect control and ±100 the full control effect; nearly all actives have a fitted effect of over 60% in size; inactives centre near -12
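In this screen, compounds sit with the deubiquitinase complex (1nM) for 15 min at room temperature before Ub-Rho is added at 150nM final. Fluorescence rise is then followed for 6 reads every 60 seconds.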
Vif-APOBEC3F blk – inhibitors of Vif-A3F interaction; HeLa A3F-eYFP + Vif (tagged APOBEC3F with the HIV-1 protein that degrades it), YFP fluorescence increase; Potency, µM (series often up to 46.1 µM), without a hit: at the highest dose activity, negative = active; actives 0.2% (n = 390,000); further: potency means the concentration at half of the fitted maximal effect; % of control where 0% means no effect; nearly all actives have a fitted effect of over 65% in size
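HeLa cells stably expressing A3F-eYFP plus Vif, plated and incubated overnight at 37 deg C, then exposed to compounds overnight at 37 deg C. Blocked degradation read as raised yellow fluorescence (Ex 488/Em 500-530).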
LDHA inh – inhibitors of human lactate dehydrogenase A; P00338; purified LDHA, NADH/diaphorase-resazurin fluorescence; hits give low values; activity change, % (values are at about 110 or 230 µM); actives 0.15% (n = 480,000); AID 1347041; in the data active means activity change below about -30%; inconclusive means mostly about -25% to -30%;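 further: plate controls were DMSO wells for no effect and wells without enzyme for full effect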
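Remaining NADH was detected by diaphorase (0.133 mg/mL) converting 37 µM resazurin to fluorescent resorufin, read at 0 and 20 minutes. The preceding 5-minute room-temperature reaction used 2 nM LDHA, 0.2 mM sodium pyruvate and 0.06 mM NADH at pH 7.4.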
RGS4 inh – blocks human RGS4-accelerated GTP hydrolysis | Potency, µM (doses to about 114 µM), without a hit: at the highest dose activity change, negative = inhibition, most hits filed as inhibitors | P49798 | actives 0.039% (n = 390,000) | Transcreener GDP fluorescence polarization, RGS4-accelerated GTP hydrolysis; further: potency means the concentration at half of the fitted maximal effect; on the % scale 0 is the no-effect control and ±100 the full control effect; nearly all actives have a fitted effect of over 75% in size; some results filed as inactive show a strong effect at the top dose
Target sequence (P49798 whole entry, looked up): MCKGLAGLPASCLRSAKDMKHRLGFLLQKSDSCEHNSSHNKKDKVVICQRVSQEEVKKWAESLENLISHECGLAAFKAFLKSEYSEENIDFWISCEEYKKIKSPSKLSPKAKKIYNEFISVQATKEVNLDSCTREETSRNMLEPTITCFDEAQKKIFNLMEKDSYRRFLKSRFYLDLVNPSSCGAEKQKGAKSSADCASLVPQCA
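MLSMR compounds (23 nl, pin-transferred) preincubated 10 min at room temperature with a 500nM (2x) first reagent, then RGS4 at 900nM (2x) plus Transcreener GDP mix added; fluorescence polarization (620/688 nm) read before and after 90 min at 30 °C.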
Glioma ERSR ind – induces the endoplasmic reticulum stress response in human glioma cells | Potency, µM, without a hit: at the highest dose activation, most hits filed as activators | U87-MG GRP78 promoter luciferase reporter, 16 h | actives 0.02% (n = 420,000); further: potency means the concentration at half of the fitted maximal effect; series mostly up to about 76 µM; % of control where 0% means no effect; nearly all actives have a fitted effect of over 35% in size
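Stably transfected U87-MG glioma cells carrying a GRP78-based luciferase sensor; 16 h compound incubation. Luminescence end-point read 10 min after Bright-Glo addition at room temperature.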
IDH1 R132H inh – human IDH1 R132H inhibition | Potency, µM (series often up to 76.6 µM), inactives show top-dose activity change, negative = inhibition, actives largely listed as inhibitors | actives 0.093% (n = 390,000) | IDH1-R132H enzyme, NADPH consumption, diaphorase/resazurin fluorescence | O75874; further: potency means the concentration at half of the fitted maximal effect; on the % scale 0 is the no-effect control and ±100 the full control effect; nearly all actives have a fitted effect of over 65% in size
Target sequence (O75874 whole entry R132H, stated change not applied): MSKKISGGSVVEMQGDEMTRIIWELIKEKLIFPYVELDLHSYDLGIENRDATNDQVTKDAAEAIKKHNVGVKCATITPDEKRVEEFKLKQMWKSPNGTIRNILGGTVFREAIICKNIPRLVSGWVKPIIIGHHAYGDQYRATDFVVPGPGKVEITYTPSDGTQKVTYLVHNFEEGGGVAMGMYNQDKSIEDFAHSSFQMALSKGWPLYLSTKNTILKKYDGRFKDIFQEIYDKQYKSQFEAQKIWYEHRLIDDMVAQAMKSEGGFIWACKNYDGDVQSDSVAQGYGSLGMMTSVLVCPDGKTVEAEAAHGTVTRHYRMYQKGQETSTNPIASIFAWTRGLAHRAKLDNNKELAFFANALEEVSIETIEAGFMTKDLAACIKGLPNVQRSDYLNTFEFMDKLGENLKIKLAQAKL
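IDH1-R132H (0.5 ug/mL) preincubated 30 min with compound, then NADPH (0.016 mM) and alpha-KG (2 mM) added; 80 min at RT, pH 7.5. Remaining NADPH coupled via diaphorase/resazurin to fluorescence (540/590 nm); concentration-response curves normalized to no-enzyme control.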
Vif-APOBEC3G blk – inhibitors of Vif-APOBEC3G interaction | actives 0.076% (n = 410,000) | Q9HC16 | HeLa A3G-eYFP + Vif (tagged APOBEC3G with the HIV-1 protein that degrades it), YFP fluorescence, overnight | Potency, µM (highest dose often 46.1 µM), for the others: at the top dose activity, negative = active, actives largely listed as inhibitors;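 further: potency means the concentration at half of the fitted maximal effect; on the % scale 0 is the no-effect control and ±100 the full control effect; nearly all actives have a fitted effect of over 60% in size; hits raise eYFP signal because A3G escapes Vif-driven loss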
Target sequence (Q9HC16 whole entry, looked up): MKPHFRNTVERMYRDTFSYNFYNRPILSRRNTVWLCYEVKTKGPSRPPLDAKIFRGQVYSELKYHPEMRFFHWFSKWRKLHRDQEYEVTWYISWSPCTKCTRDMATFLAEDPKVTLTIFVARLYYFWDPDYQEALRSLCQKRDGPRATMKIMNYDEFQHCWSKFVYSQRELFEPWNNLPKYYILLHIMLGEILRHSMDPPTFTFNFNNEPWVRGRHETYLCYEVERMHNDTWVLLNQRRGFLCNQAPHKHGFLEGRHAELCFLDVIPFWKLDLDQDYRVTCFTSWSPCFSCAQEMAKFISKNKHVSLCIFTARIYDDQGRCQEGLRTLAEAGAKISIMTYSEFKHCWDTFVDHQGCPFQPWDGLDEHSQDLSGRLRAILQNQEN
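HeLa cells stably expressing Vif and C-terminally eYFP-tagged A3G, seeded overnight at 37 deg C, then exposed to compound by pintool overnight at 37 deg C. Rise in yellow fluorescence (Ex 488/Em 500-530, Acumen) marks blocked Vif-driven A3G degradation.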
TrxR1 substrate – substrates of rat thioredoxin reductase 1; actives 0.01% (n = 390,000); Potency, µM (top dose mostly 114 µM), inactives show at the top dose activity change, negative = substrate turnover; purified TrxR1 substrate turnover, NADPH consumption readout; O89049; further: potency means the concentration at half of the fitted maximal effect; on the % scale 0 is the no-effect control and ±100 the full control effect; nearly all actives have a fitted effect of over 50% in size
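Rat TrxR1, dispensed at 90 nM, was prereduced with 400 uM NADPH (final) for 5 min at ~22 deg C, then incubated with compound 15 min before 400 uM selenite. A first-read NADPH fluorescence drop versus no-compound background flagged substrates.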
rTrxR1 inhibitor – inhibitors of rat thioredoxin reductase 1 | O89049 | recombinant rTrxR1, NADPH fluorescence consumption, selenite substrate | Potency, µM (series often up to 114 µM), without a hit: top-dose activity change, negative = inhibition, usual class: inhibitors | actives 1% (n = 390,000) | AID 588453; further: potency means the concentration at half of the fitted maximal effect; on the % scale 0 is the no-effect control and ±100 the full control effect; nearly all actives have a fitted effect of over 65% in size
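Rat TrxR1 (90 nM in the dispensed reagent) was pre-reduced with 400 uM NADPH for 5 min at room temperature, then incubated with compound for 15 min. After 400 uM selenite was added, NADPH fluorescence (Ex 340/Em 450 nm) was followed for 8 min.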
Numbers without * were called inactive; ? = inconclusive; · = not tested or not shown; & = joins results of further samples; [ ] = dose if it differs, or a comment. Unless noted, the call rests on the fitted dose curve; in most records, active means well fitted curve in the direction sought with a large enough effect; inconclusive means small, poorly fitted or top-dose-only effect, or another doubt; inactive means no such curve, though single readings can be large; an effect the other way counts as inactive or inconclusive. The list is partial, so the mix of outcomes need not match the whole.

| compound | RGS4 inh | TrxR1 substrate | LDHA inh | IDH1 R132H inh | Vif-APOBEC3F blk | Vif-APOBEC3G blk | Glioma ERSR ind | USP1-UAF1 inh | rTrxR1 inhibitor |
| --- | --- | --- | --- | --- | --- | --- | --- | --- | --- |
| COc1ccccc1Nc1c2c(nc3ccccc13)CCC2 | -16% | 7% | 4 | 0% | -1% | ? | 3% | -18% | 26% |
| CSCC[C@H](NC(=O)COc1cc2c(c3oc(=O)c(C)c(C)c13)CCC(C)(C)O2)C(=O)O | -21%[56.9 µM] | 485%[activator] | 5 | 1% | 11% | -1% | -3% | -15% | 60%[activator] |
| Cc1cccc(NC(=O)c2ccc3ccccc3n2)c1C | -1%[11.4 µM] | -5% | -1&2 | 19% | 0% | -4% | -4% | -10% | 8% |
| CCOc1ccccc1N1CCN(C(=O)c2cc(S(=O)(=O)N3CCCCC3)ccc2C)CC1 | -5% | 2% | 1 | 1% | -4% | 4% | -1% | -22% | 26% |
| CCOC(=O)c1cc2c(c(CSc3nc4ccccc4c(=O)n3Cc3ccco3)c1)OCOC2 | -9% | 8%[57.1 µM] | -6 | 8% | -12% | -3% | -5% | -1% | ? |
| COc1ccc(NC(=O)CC2S/C(=N\c3nccs3)N(C)C2=O)cc1 (stereo not given) | -39% | 12%[57.1 µM] | -5 | -4% | -9% | -3% | -7% | -12% | 20%[57.1 µM] |
| COc1ccccc1NC(=O)c1cccc(S(=O)(=O)N2CCN(c3ccccc3)CC2)c1 | -12% | -2% | -9 | 23% | 2% | 1% | -1% | -4% | 21% |
| N#CCC(=O)N1CCn2c1nc1ccccc12 | -16% | 14%[57.1 µM] | -8 | 1% | -10% | 0% | -3% | -27% | 8%[57.1 µM] |
| O=C(CCC(=O)N1CCN(S(=O)(=O)c2ccccc2)CC1)c1ccc(Br)cc1 | 13% | 1% | -6 | -6% | 4% | 1% | -2% | -8% | -1% |
| COc1ccc(Cl)cc1NC(=O)c1cnc2sc(N3CCOCC3)nn2c1=O | -1% | -3%[57.1 µM] | -3 | 4% | 4% | -2% | -3% | 25% | 3%[57.1 µM] |
| O=C(c1ccc2ccccc2n1)N1CCN(c2ccccc2O)CC1 | -5% | -11% | 7 | 1% | -3% | -6% | ? | -6% | -3%[57.1 µM] |
| CCOc1cc(/C=C2/SC(=S)N(CC3CCCO3)C2=O)ccc1O (stereo not given) | -10%[56.9 µM] | -6% | -6 | -5% | 22µM* | -15% | 0% | -10% | 12% |
| CCC(O)(CC)C(=O)N/N=C/c1cc(Br)cc(Br)c1O | -36% | 11% | 13 | 0% | -1% | 0% | -4% | -9% | 17% |
| N#Cc1cn(CC(=O)N2CCc3ccccc3C2)c2ccccc12 | -40% | -11% | -5 | 1% | -6% | -5% | 2% | -3% | -6% |
| COc1ccc(C)cc1NC(=O)CC1NCCNC1=O (stereo not given) | 8% | 8% | -6 | -7% | 2% | 1% | -1% | -14% | 12% |
| COc1cc(SC#N)ccc1N=Cc1c(C)[nH]n(-c2ccc(C)cc2C)c1=O | ? | -7% | 1 | 41µM* | 0% | -3% | -2% | -13% | -1% |
| COC(=O)c1ccc(C)c(NC(=O)c2c(-c3ccccc3)noc2C)c1 | -2% | -5% | -1 | -5% | -1% | -1% | 0% | 4% | -4% |
| O=C(COc1ccccc1Cl)N1CCCCCCC1 | -2% | 3%[57.1 µM] | -11 | 9% | -12% | 0% | -1% | 2% | 7% |
| COc1ccc(CN2C(=O)C(Cc3ccccc3)Nc3ncnc(N4CCOCC4)c32)cc1 (stereo not given) | 13% | 1%[57.1 µM] | 1&-8 | -10% | -7% | -1%&-2% | -6%&-2% | 4% | -6%[57.1 µM] |
| COC(=O)CCC(=O)N1CCCC(C(=O)c2cc(F)ccc2F)C1 (stereo not given) | -7% | 5% | -3 | 3% | 0% | -2% | -2% | -17% | 24% |
| O=C(Nc1ncccc1O)c1ccc(NS(=O)(=O)c2ccc3[nH]c(=O)[nH]c3c2)cc1 | -55% | -10% | 3 | 6% | 0% | -1% | 4% | -9% | 2% |
| COc1ccc(N2CC(NC(=O)NCCC(C)C)CC2=O)cc1 (stereo not given) | -48% | 5%[11.4 µM] | 0 | -4% | 2% | -5% | -4% | 10% | -16% |
| CCOc1ccc(NC(=O)CSc2nnc3c(n2)[nH]c2ccc(S(=O)(=O)N(C)C)cc23)cc1 | -53% | 3% | 1 | · | · | · | · | · | -3% |
| COCO/C=C(\NC(C)=O)c1ccccc1 | 14% | -1% | -2 | -9% | 0% | 2% | 7% | ? | 4% |
| CCc1ccc(C2C(C(C)=O)=C(C(=O)OC)Nc3nnnn32)cc1 (stereo not given) | 45% | -8% | 1 | -9% | -4% | 0% | 0% | 7% | -7% |
| Clc1ccc(Nc2c(-c3cccs3)nc3ccc(Cl)cn23)cc1 | 5% | -3% | -7 | 10% | 0% | 6% | -2% | ? | -4% |
| CC(=O)Nc1ccc(NC(=O)c2ccc([N+](=O)[O-])cc2Cl)cc1 | 13% | 1% | -2 | -3% | -6% | 0% | 0% | -6% | 10% |
| Cc1ccc(NC(=O)CC2=NC(=O)C(CC(=O)Nc3ccccc3F)S2)cc1 (stereo not given) | 1% | 2% | -9 | 0% | -23% | -9% | 5% | -24% | -3% |
| CCN(CC)C(=O)C1=C(C)N(Cc2ccccc2)C(=O)C(CC(=O)NCCCN(C)C)C1 (stereo not given) | · | · | -2 | 15% | 4% | 5% | -2% | -17% | · |
| Cc1ccc(OCC(=O)N/N=C/c2cc([N+](=O)[O-])ccc2N2CCCCC2)cc1 | 17% | -16% | -3 | 9% | 3% | -6% | -1% | -13% | -12% |
| Cc1ccc2nc(N(CCCN(C)C)C(=O)c3ccc(S(=O)(=O)N4CCc5ccccc5C4)cc3)sc2c1 | 8% | 5%[57.1 µM] | -11 | -3% | ? | 0% | -14% | -21% | 13% |
| Fc1c(F)c(F)c(CSc2nc3ccccc3[nH]2)c(F)c1F | -11%[56.9 µM] | -7% | -5 | 9% | -4% | 2% | 3% | -9% | 0% |
| O=C(Oc1ccc(Br)cc1)c1cccc(S(=O)(=O)N2CCOCC2)c1 | -54% | 4%[57.1 µM] | -2 | 0% | 3% | 3% | -5% | -22% | 9%[57.1 µM] |
| COc1ccccc1/C=C/CN1CCSCC1 | 0% | 5%[57.1 µM] | -12 | -2% | -8% | -4% | -5% | -18% | 6%[57.1 µM] |
| Cc1ccc(SCCN2C(=O)NC(C)(C)C2=O)cc1 | -1% | -8% | -5 | -5% | 0% | 0% | -2% | 3% | -13% |
| COc1ccc(Cl)cc1NC(=O)c1nc2nc(C)cc(C(F)F)n2n1 | 6% | 9%[57.1 µM] | -11 | 4% | -1% | -5% | 0% | -19% | 10%[57.1 µM] |
| O=C(NCCC(c1ccccc1)c1ccccc1)c1cnccn1 | 25% | -8% | 0 | 4% | 3% | 1% | 1% | 0% | -16% |
| O=C(/C=C/c1ccccc1F)N1CCN(c2ccccn2)CC1 | 30% | 1% | -5 | 0% | -11% | 0% | 3% | -16% | 8% |
| Cc1ccc(-n2c(C)cc(/C=N/NC(=O)c3ccc(CN4CCOCC4)cc3)c2C)cc1 | -1% | -5% | -4 | 1% | -6% | 2% | -3% | -8% | -4% |
| CCN(Cc1ccccc1)C(=O)Cn1c(=O)n(-c2ccc(Cl)c(Cl)c2)c(=O)c2c(C)c(C(=O)N(C)C)sc21 | 14% | -4%[57.1 µM] | 1 | -17% | -3% | 1% | -1% | -21% | 12%[57.1 µM] |
| COc1ccc(CCNC(=O)CSc2n[nH]c(-c3ccccc3Cl)n2)cc1OC | 36% | -1%[57.1 µM] | -2 | 27% | 0% | 3% | -3% | ? | 28%[57.1 µM] |
| CCN1C(=O)/C(=C2/C=Cc3cc(C)ccc3N2CC)N(C)C1=S | -19% | -13% | -2 | 10% | 5% | -2% | -7% | -25% | ? |
| COC(=O)c1cccc(NC(=S)Nc2cc(Cl)ccc2OC)c1 | -35% | 3% | -4 | 1% | 2% | 2% | 9% | 1% | -3%[57.1 µM] |
| CCc1cccc2c1NC(=O)[C@]21[C@@H]2C(=O)N(Cc3ccccc3)C(=O)[C@@H]2[C@@H]2CCCN21 | -13% | 4% | -1 | 1% | -1% | -8% | -7% | -15% | -9% |
| CCOc1ccc(CN(CCc2ccc3c(c2)OCO3)Cc2cc(OC)c(OC)cc2OC)cc1 | 4% | 0% | -1 | 0% | 2% | -3% | -4% | -7% | ? |
| COc1cccc(CN2CC(C(=O)NCCn3cccn3)CCC2=O)c1 (stereo not given) | -12% | 4% | -1 | -8% | -6% | 1% | -3% | -6% | 9% |
| CC(NC(=O)c1ccc(F)cc1)C1CC2CCC1C2 (stereo not given) | 6% | 5% | -10 | 4% | 3% | 0% | 0% | -10% | 19% |

Screening results as filed in PubChem.
